High-throughput results from PubChem BioAssay.
TRPV1 ag: human TRPV1 agonism | activation, % at 8.33 µM | AID 540275 | Q8NER1 | 0.19% of 320,000 active | TRPV1-expressing cells, Fluo-8 calcium influx, agonist mode; in the data active = activation above about 80%; inconclusive = between about 30% and that limit; note: 0% is about no effect
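TRPV1-expressing cells were cultured overnight at 35.5C and loaded with Fluo-8 calcium dye for 40 to 90 min at room temperature. After a 10 s baseline, compound was added and calcium influx was read kinetically for 3 min (ex 480/em 520 nm).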
B2AR arrestin: recruits beta-arrestin to the human beta2-adrenergic receptor | beta-arrestin recruitment to beta2AR, cell-based reporter | 0.02% of 330,000 active | Potency, µM (doses to about 46.1 µM), inactives show at the top dose activation, most hits filed as activators;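 note: potency is the fitted concentration of half-maximal effect; 0% = DMSO controls and full agonism = EC100 isoproterenol or metaproterenol; nearly all actives have a fitted effect of over 65% in size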
Target sequence (P07550 whole entry, looked up): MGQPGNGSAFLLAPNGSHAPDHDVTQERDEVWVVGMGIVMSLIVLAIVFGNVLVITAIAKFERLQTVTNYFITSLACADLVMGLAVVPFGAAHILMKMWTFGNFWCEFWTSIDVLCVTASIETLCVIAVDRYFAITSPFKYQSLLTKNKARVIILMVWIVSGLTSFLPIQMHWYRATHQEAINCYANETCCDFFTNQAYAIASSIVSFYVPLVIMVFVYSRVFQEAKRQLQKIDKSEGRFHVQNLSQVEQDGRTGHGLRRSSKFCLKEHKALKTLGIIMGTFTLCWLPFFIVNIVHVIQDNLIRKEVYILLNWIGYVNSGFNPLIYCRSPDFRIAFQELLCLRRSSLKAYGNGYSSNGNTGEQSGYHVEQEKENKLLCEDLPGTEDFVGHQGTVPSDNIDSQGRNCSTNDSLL
CXXC DNA block: inhibitors of human MLL CXXC domain-DNA interaction. Q03164. MLL-CXXC / FITC-HOXA9 DNA fluorescence polarization. Potency, µM (highest dose often 115 µM), for inactives: at the top dose activity change, negative = inhibition, most hits filed as inhibitors. 0.037% of 290,000 active; active = well fitted inhibition curve with a large enough effect in the polarisation, with a control signal flat, not every such curve was filed as active; inconclusive = small, poorly fitted or top-dose-only effect, or effect the other way, or a change in a side signal; inactive = no such curve, though single readings can be large or run the other way; the % refers to the polarisation; note: potency is the fitted concentration of half-maximal effect
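Purified MLL-CXXC (added from a 7 uM solution) was preincubated 5 min at ambient with pinned compounds in 50 mM Tris-HCl pH 7.5, 50 mM NaCl, 1 mM DTT, 0.05% BSA. Fluorescein-labeled HOX-A9 DNA (50 nM solution) followed, 30 min, then polarization read.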
TCR activator: T cell receptor activation. primary human leukocytes, anti-CD3, IL-2 HTRF, 48 h. Potency, µM (top dose mostly 9.22 µM), for inactives: at the top dose activation of IL-2 secretion, usual class: activators. 330,000 tested, under 10 active; note: % of control where 0% means no effect
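Compounds are tested in HTS on primary human leukocytes co-incubated with a-CD3 beads for 48 hr. IL-2 output is measured by time-resolved FRET.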
PTAP TSG101 blk: blocks PTAP/TSG101 interaction to inhibit HIV-1 budding; Q99816; Fluorescence polarization, FITC-PTAP peptide / Tsg101 binding; Potency, µM (doses to about 115 µM), inactives show at the highest dose activity change, negative = inhibition, hits mostly inhibitors; 340,000 tested, under 10 active; active = well fitted inhibition curve with a large enough effect in the main read-out, with a control signal flat, not every such curve was filed as active; inconclusive = small, poorly fitted or top-dose-only effect, or effect the other way, or a change in a side signal; inactive = no such curve, though single readings can be large or run the other way; note: potency is the fitted concentration of half-maximal effect; % of control where 0% means no effect
Target sequence (Q99816 whole entry, looked up): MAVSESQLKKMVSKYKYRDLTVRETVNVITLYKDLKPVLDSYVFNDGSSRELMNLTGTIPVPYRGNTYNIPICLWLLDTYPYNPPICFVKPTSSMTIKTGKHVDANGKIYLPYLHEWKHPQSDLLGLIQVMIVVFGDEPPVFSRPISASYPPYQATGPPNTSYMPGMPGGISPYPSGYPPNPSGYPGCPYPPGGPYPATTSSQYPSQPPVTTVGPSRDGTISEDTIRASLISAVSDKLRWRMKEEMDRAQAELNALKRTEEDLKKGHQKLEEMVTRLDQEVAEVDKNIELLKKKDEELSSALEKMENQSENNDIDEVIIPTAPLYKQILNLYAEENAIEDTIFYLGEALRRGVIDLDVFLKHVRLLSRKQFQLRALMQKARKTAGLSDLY
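Steps: Tsg101 binding domain dispensed (10 uM final), compounds pinned in DMSO, FITC-labeled PTAP-motif peptide added (50 nM final); after 20 min binding at room temperature, polarization measured.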
a7 integrin act: activates integrin-mediated alleviation for muscular dystrophy | Potency, µM (series often up to 38.3 µM), without a hit: at the top dose activation, most hits filed as activators | alpha7betagal myoblasts, beta-gal FDG fluorescence, 48 h | 0.064% of 350,000 active | AID 624291;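 note: potency is the fitted concentration of half-maximal effect; 100% = response of the positive control SU9516; nearly all actives have a fitted effect of over 60% in size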
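Alpha7betagal+/- myoblasts (passage 13) were plated 16-24 hr, then exposed to compounds (1:260 dilution of DMSO stock) for 48 hours at 37C. After MPER lysis, β-galactosidase reporter activity was read as FDG fluorescence (ex 480/em 540) after 30 minutes.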
ELG1 DNA repair: inhibitors of ELG1-dependent DNA repair in HEK293T cells | HEK293T ELG1-luciferase reporter, luminescence, 16 h; DNA damage induced by 5-fluorouridine | 2.3% of 330,000 active | Potency, µM (top dose mostly 46.1 µM), without a hit: top-dose activity change, negative = inhibition, most hits filed as inhibitors | AID 504467; note: potency is the fitted concentration of half-maximal effect; % is set by controls: 0 for no effect and ±100 for the full control effect; nearly all actives have a fitted effect of over 55% in size
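Step one: seed 2,000 cells per well. Step two: pin-transfer compound or DMSO alongside 5-fluorouridine. Step three: incubate 16 hr, 37 °C, 5% CO2. Step four: add ONE-Glo, wait 30 min, read luminescence.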
A-T KAP1 phos: potential ataxia-telangiectasia treatments restoring KAP-1 phosphorylation | […] A-T fibroblasts, KAP-1 phosphorylation AlphaLISA; neocarzinostatin DNA damage 30 min before lysis | Potency, µM (titrated, usually from 57.5 µM), for inactives: top-dose activation, usual class: activators | 0.19% of 320,000 active | AID 485349; note: potency is the fitted concentration of half-maximal effect; % of control where 0% means no effect; nearly all actives have a fitted effect of over 45% in size
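ATM-like activity read as KAP-1 phosphorylation via AlphaLISA donor/acceptor antibody pairs after lysis and 6 hr at 25C. Cells were ATM-null patient fibroblasts ([…], hTERT), dosed 60 min, then exposed to the DSB inducer NCS for 30 min.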
BRCA1 expr up: increases BRCA1 expression. Potency, µM (titrated, usually from 46.1 µM), for the others: at the top dose activation, most hits filed as activators. AID 624202. 1.1% of 380,000 active. MCF7-BRCA1-FFLuc reporter, luminescence, 48 h; response scale: scaled: vehicle 0%, 10 µM genistein 100%; note: potency is the fitted concentration of half-maximal effect; nearly all actives have a fitted effect of over 80% in size; some results filed as inactive show a strong effect at the top dose
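Luminescence from a BRCA1-driven firefly luciferase in MCF7 cells was read after 48 h compound exposure at 37 C. Data normalized against DMSO and a 10microM genistein activation control, then curve-fitted across the titration.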
p53 reactivation: restores transcriptional activity of mutant p53. H1299 p53-A138V BP100-luciferase reporter, luminescence, 24 h. Potency, µM (doses to about 92.2 µM), for the others: top-dose activity change, positive = activation, usual class: activators. 0.063% of 320,000 active; note: potency is the fitted concentration of half-maximal effect; % of control where 0% means no effect; nearly all actives have a fitted effect of over 45% in size
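p53-null H1299 cells stably carrying temperature-sensitive p53-A138V and a BP100-luciferase reporter were pinned with compounds (4-point, 1:5 series) and held 24 hrs at 37 deg C. Luminescence was read 10 min after detection reagent.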
An asterisk follows results filed as active; ? = inconclusive; . = not tested or not shown; [ ] = another dose, or the depositor's remark. Unless noted, calls come from the whole dose curve; as a rule, active = well fitted curve in the direction sought with a large enough effect; inconclusive = small, poorly fitted or top-dose-only effect, or another doubt; inactive = no such curve, though single readings can be large; an effect the other way counts as inactive or inconclusive.

molecule	TRPV1 ag	B2AR arrestin	CXXC DNA block	TCR activator	PTAP TSG101 blk	a7 integrin act	ELG1 DNA repair	A-T KAP1 phos	BRCA1 expr up	p53 reactivation
O=C(NCC(c1cccs1)N1CCOCC1)c1cccnc1 (stereo unspecified)	-8	0.2%	8%	2%	-3%	4%	6%	-2%	-3%	8%
Cc1ccccc1CNC(=O)CCn1nc(C)c2c(C)n(-c3ccccc3)nc2c1=O	0	0.2%	-4%	-1%	-4%	-22%	0%	5%	1%	0%
Cc1ccc(C)c2sc(NC(=O)c3ccc(N4C(=O)CCC4=O)cc3)nc12	-2	-1.7%	0%	0%	-4%	9%	-1%	11%	23%	6%
Cc1ccc(C)c(NS(=O)(=O)c2ccc(-c3ccc(=O)[nH]n3)o2)c1	2	0.4%	17%	-8%	-2%	0%	17%	8%	8%	-1%
CCCC(=O)NC(=S)NNC(=O)c1ccc([N+](=O)[O-])cc1	0	2.8%	3%	-1%[46.1 µM]	-5%	-12%	2%	3%	-38%	4%
C/C(=N\NC(=S)NC(C)C)c1ccccc1OC(F)F	4	?	-2%	0%	-4%	-5%	-8%	5%	-44%	-1%
O=C(c1cccc2ccccc12)N1CCN(Cc2ccccc2F)CC1	13	-1.1%	2%	-8%	0%	4%	-8%	-4%	-14%	.
COc1nc2ccccc2cc1-c1noc(-c2cccnc2)n1	0	0.1%	5%	.	.	.	13%	-1%	.	8%
COc1ccc(O)c(-c2[nH]ncc2C(=O)c2ccccc2C)c1	3	-0.9%	4%	3%	-7%	21%	?	-3%	-6%	-5%
COC(=O)c1c(C)[nH]c(C(=O)CSc2ncnc3sc(-c4ccccc4)cc23)c1C	-5	-0.7%	2%	0%[46.1 µM]	-2%	-1%	-1%	-2%	-28%	-6%
COc1ccc(NC(=O)C2CCCO2)c(OC)c1 (stereo unspecified)	-3	0.2%	3%	11%	-5%	26%	5%	15%	-7%	.
CCOC(=O)c1ccc(S(=O)(=O)N2CCC(N3CCCCC3)CC2)cc1	?	-0.4%	.	-3%	-7%	-29%	1%	0%	-4%	.
Cc1ccc(-n2nc(C)c3c(C)c(CCC(=O)NCC4CCCO4)c(=O)n(C)c32)cc1 (stereo unspecified)	?	0.1%	4%	8%	0%	32%	?	15%	-13%	4%
Cc1nnc(NC(=O)c2ccc3c(c2)NC(=O)CS3)s1	-8	0.1%	.	1%	-7%	-3%	5%	2%	-1%	1%
COC(=O)c1ccc(C(=O)N2CCCC(CNC(=O)c3ccc(F)cc3)C2)cc1 (stereo unspecified)	0	-1.1%	48%[activator]	-1%	0%	15%	25%	0%	20%	17%
COc1ccc(C(=O)Nc2ccccc2C(=O)NCCN2CCOCC2)cc1OC	12	-0.6%	-2%	-2%	-6%	-12%	2%	0%	-1%	1%
CN(CC(=O)Nc1ccc(F)cc1)C(=O)c1ccc(OCc2cn3ccccc3n2)cc1	.	-0.6%	.	-2%	-2%	-21%	2%	19%	58%	?
COc1ccc(-c2cc(C)nc(SCC(=O)c3cccc([N+](=O)[O-])c3)n2)cc1	4	-0.3%	4%	-3%	-5%	-13%	21µM*	-8%	-45%	-5%
COc1cc(/C=C2\NC(=S)NC2=O)ccc1OCc1cccc(C(=O)O)c1	-2	0.4%	8%	-3%	-10%	6%	?	11%	0%	?
CNC(=O)CSc1nnc(-c2ccco2)n1-c1ccc(C)cc1	-2	-0.2%	2%	1%[46.1 µM]	-1%	1%	13%	1%	4%	0%
CN(C)C(=O)CCc1ccc2c3c([nH]c2c1)[C@]1(C)[C@@H](C(=O)N2CCOCC2)C[C@H](CC(=O)NCCCn2ccnc2)C(=O)N1CC3	.	-0.4%	.	-4%[46.1 µM]	1%	13%	?	-10%	6%	4%
CCN(CC)C(=O)[C@H]1CC(CC(=O)NC/C=C(\C)CCC=C(C)C)C(=O)N2CCc3c([nH]c4ccc(OC)cc34)[C@]12C (stereo partly specified)	.	0.5%	.	-2%[46.1 µM]	-2%	-27%	?	5%	-47%	-3%
Cc1ccc(C(=O)NNC(=O)c2ccoc2C)s1	-2	-0.1%	.	1%	-1%	2%	?	-1%	80%	12%
CC(C)CC(NC(=O)C1CCC(C)CC1)C(=O)NCc1cccnc1 (stereo unspecified)	7	-0.1%	-1%	-1%	-2%	0%	10%	.	-23%	-2%
Cc1cccc(C(=O)NNC(=O)c2ccc(NS(=O)(=O)c3cccs3)cc2)c1C	1	-1.0%	.	-5%	-6%	19%	23%	-4%	-6%	4%
CC(=O)/C(=N\Nc1cccc(Cl)c1)Sc1cccc2cccnc12	-1	-0.8%	26%	-2%	-2%	-12%	12%	2%	-43%	-3%
N=c1oc2ccc(Br)cc2cc1C(=O)NCc1ccc(F)cc1	0	-0.4%	18%	-11%	0%	14%	6%	10%	-2%	3%
CCC(C(=O)OCC(=O)NCc1ccc2c(c1)OCO2)c1ccccc1 (stereo unspecified)	.	0.5%	.	-5%	-3%	-11%	?	9%	-29%	-3%
CCCCn1c(/N=C/c2ccccc2NS(=O)(=O)c2ccc(C)cc2)nc2ccccc21	-1	2.8%	4%	-8%[46.1 µM]	4%	-23%	?	8%	-81%	3%
Cc1cccc(NC(=O)NNC(=O)c2nn(C)cc2Br)c1	8	2.0%	4%	-8%[46.1 µM]	-2%	6%	?	13%	-2%	8%
CCOc1cc(/C=N/n2cnnc2)ccc1OCC(=O)Nc1ccccc1OC	0	-0.1%	-4%	3%	-1%	6%	-5%	-1%	-7%	-2%
COc1ccc(C(=O)N2CCNC(=O)C2CC(=O)Nc2ccc(C)c(C)c2)cc1 (stereo unspecified)	-1	-0.2%	11%	-3%	-2%	2%	13%	16%	-7%	1%
Cc1ccc(S(=O)(=O)N(C)CC(=O)N2CCCCCC2)cc1	2	0.1%	6%	2%	-3%	-24%	-1%	2%	-13%	.
Cc1sc2nc(SCC(=O)N(CCO)CCO)nc(N)c2c1C	1	-1.1%	25%	2%	-1%	6%	-5%	0%	6%	-2%
Cc1ccc(NC(=O)Nc2cccn(Cc3c(F)cccc3Cl)c2=O)cc1	22	-0.7%	2%	-4%	-1%	14%	-25%	1%	46%	9%
CC(=O)c1ccccc1OCC(O)CN1CCN(C(c2ccccc2)c2ccccc2)CC1 (stereo unspecified)	5	-1.2%	?	-6%	-2%	-7%	?	-17%	-38%	-3%
O=C(CN(C(=O)CCC(=O)Nc1nccs1)c1ccc(F)cc1)NCc1ccco1	-1	0.0%	-10%	-1%	-1%	-13%	-13%	-1%	-2%	-8%
CCC(C)NC(=O)CN(C1CCCCC1)S(C)(=O)=O (stereo unspecified)	0	0.2%	-4%	-23%	-3%	-8%	8%	-3%	-2%	-1%
CCN(CC)C(=O)[C@H]1C[C@H](CC(=O)NCCc2ccccn2)C(=O)N2CCc3c([nH]c4cc(CCC(=O)N(C)C)ccc34)[C@]12C	.	-0.1%	.	3%[46.1 µM]	-5%	1%	?	3%	20%	12%
CCC(=O)NNC(=O)Cc1c(C)n(C(=O)c2ccc(Cl)cc2)c2ccc(OC)cc12	2	0.1%	4%	-5%	-1%	-18%	0%	-4%	-22%	-13%
COCC1CCCCN1C(=O)c1ccc2oc(CCCc3ccccc3)nc2c1 (stereo unspecified)	17	0.1%	18%	8%	-3%	-29%	?	11%	21%	14%
C[C@H](CO)N1C[C@H](C)[C@@H](CN(C)C(=O)Nc2ccccc2)Oc2ccc(NC(=O)CCC(F)(F)F)cc2C1=O	.	0.0%	.	-4%	3%	?	16%	0%	6%	5%
C=CCNC(=O)NC(=O)COC(=O)[C@H](C)NS(=O)(=O)c1c(C)c(C)cc(C)c1C	-2	0.5%	3%	-1%	-4%	4%	14%	1%	4%	-4%

Molecules from the list above that contain a Cl atom:
molecule	TRPV1 ag	B2AR arrestin	CXXC DNA block	TCR activator	PTAP TSG101 blk	a7 integrin act	ELG1 DNA repair	A-T KAP1 phos	BRCA1 expr up	p53 reactivation
CC(=O)/C(=N\Nc1cccc(Cl)c1)Sc1cccc2cccnc12	-1	-0.8%	26%	-2%	-2%	-12%	12%	2%	-43%	-3%
Cc1ccc(NC(=O)Nc2cccn(Cc3c(F)cccc3Cl)c2=O)cc1	22	-0.7%	2%	-4%	-1%	14%	-25%	1%	46%	9%
CCC(=O)NNC(=O)Cc1c(C)n(C(=O)c2ccc(Cl)cc2)c2ccc(OC)cc12	2	0.1%	4%	-5%	-1%	-18%	0%	-4%	-22%	-13%
